High-throughput results: PubChem BioAssay, National Center for Advancing Translational Sciences (NCATS)
Tau fluor counter = Counterscreen qHTS for Inhibitors of Tau Fibril Formation, Fluorescence Polarization | tau K18 P301L Alexa594 fluorescence, heparin fibrillization | Potency, µM (highest dose often 57.7 µM), for the others: at the highest dose activity change, negative = decrease | 280,000 tested, 0.93% active | AID 1463, 2008; note: % is set by controls: 0 for no effect and ±100 for the full control effect; nearly all actives have a fitted effect of over 55% in size
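Human tau K18 P301L (15 uM unlabeled, 0.24 uM Alexa 594-labeled) in 100 mM sodium acetate pH 7 with 20 uM heparin, 6 hr at 37 C. ThT 30 uM added, 1 hr ambient; Alexa 594 FP and total fluorescence read at 555/632 nm.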
Tau FP inhib = qHTS for Inhibitors of Tau Fibril Formation, Fluorescence Polarization. 280,000 tested, 0.39% active. Potency, µM (highest dose often 57.7 µM), for inactives: at the top dose activity, negative = inhibition, most hits filed as inhibitors. K18 P301L tau heparin fibrillization, Alexa594 FP, 6 h; note: % is set by controls: 0 for no effect and ±100 for the full control effect; nearly all actives have a fitted effect of over 55% in size
Target sequence (P10636 561-689 P618L limits assumed): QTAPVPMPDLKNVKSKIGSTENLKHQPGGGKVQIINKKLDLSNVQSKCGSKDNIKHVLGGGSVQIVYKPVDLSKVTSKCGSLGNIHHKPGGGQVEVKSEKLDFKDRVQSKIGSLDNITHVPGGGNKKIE
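Human tau K18 […] P301L fragment, 15 uM unlabeled plus 0.24 uM Alexa 594-labeled tau (final), with compound and 20 uM heparin in 100 mM sodium acetate pH 7; 6 hr at 37 C, then Alexa 594 FP read.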
Tau ThT inhib = qHTS for Inhibitors of Tau Fibril Formation, Thioflavin T Binding. Microtubule-associated protein tau (Homo sapiens), P10636. recombinant tau K18 P301L, heparin-induced fibrillization, ThT fluorescence. Potency, µM (titrated, usually from 57.4 µM), without a hit: at the top dose activity, negative = inhibition, usual class: inhibitors. 270,000 tested, 2.1% active; note: % is set by controls: 0 for no effect and ±100 for the full control effect; nearly all actives have a fitted effect of over 55% in size
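Fibril formation assay: tau K18 P301L at 15 uM with trace Alexa 594 label, heparin inducer 20 uM, pH 7 sodium acetate buffer, 37 C for 6 hr; endpoint ThT signal.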
TRb-SRC2 inh = qHTS for Inhibitors of the Interaction of Thyroid Hormone Receptor and Steroid Receptor Coregulator 2; TRbeta-SRC2 peptide binding, fluorescence polarization; receptor liganded with 1 µM T3; 280,000 tested, 0.065% active; Potency, µM (titrated, usually from 106 µM), without a hit: at the top dose activity change, negative = inhibition, hits mostly inhibitors; AID 1469, 2008;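 note: plate controls were bound peptide for no effect and peptide without receptor for full effect; nearly all actives have a fitted effect of over 50% in size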
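Human TRb LBD (0.6 uM) plus Texas Red-labeled SRC2 peptide (20 nM), 1uM T3, 5% DMSO, 5 hr at ambient temperature. Decreased polarization (555/632 nm) flags inhibition; data normalized to free and bound peptide controls.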
TexasRed fluor = Total Fluorescence Counterscreen for Inhibitors of the Interaction of Thyroid Hormone Receptor and Steroid Receptor Coregulator 2; 280,000 tested, 0.29% active; Potency, µM (titrated, usually from 106 µM), for the others: at the top dose fluorescence change, negative = quenching; AID 1479, 2009; TRb/SRC2 Texas Red total fluorescence interference; active = well fitted curve in either direction with a large enough effect; inconclusive = small, poorly fitted or top-dose-only effect; note: % is set by controls: 0 for no effect and ±100 for the full control effect
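Flags fluorescent or light-absorbing compounds by total fluorescence, S + 2P, at 555 nm excitation and 632 nm emission. Mixture: 20 nM Texas Red SRC2 peptide, 0.6 uM human TRb LBD, 1 uM T3, 5% DMSO; compound exposure 5 h at ambient temperature.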
HTT cytoprotect = qHTS Multiplex Assay to Identify Dual Action Probes in a Cell Model of Huntington: Cytoprotection (ATP); Potency, µM (highest dose often 56.4 µM), without a hit: cytoprotection (ATP increase), usual class: activators; 230,000 tested, 0.14% active; PC12 HTT-Q103 induced, cytoprotection, ATP luminescence, 40 h;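 note: % of control where 0% means no effect; nearly all actives have a fitted effect of over 45% in size; toxic huntingtin expression switched on by the ecdysone agonist tebufenozide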
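Rat PC12, Q103 Htt exon1-GFP fusion, ecdysone promoter; tebufenozide inducer 100 nM final; compound titration; qHTS, 1500 cells/well; ATPlite luminescent read.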
RECQ1 inh = qHTS Assay for Inhibitors of RecQ-Like Dna Helicase 1 (RECQ1). ATP-dependent DNA helicase Q1 (Homo sapiens), P46063. RECQ1 DNA unwinding, red fluorescence kinetic read. Potency, µM (titrated, usually from 57.3 µM), without a hit: at the top dose activity, negative = inhibition, actives largely listed as inhibitors. 240,000 tested, 0.54% active;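 note: plate controls were vehicle for no effect and no enzyme for full effect; nearly all actives have a fitted effect of over 30% in size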
Target sequence (P46063 whole entry, looked up): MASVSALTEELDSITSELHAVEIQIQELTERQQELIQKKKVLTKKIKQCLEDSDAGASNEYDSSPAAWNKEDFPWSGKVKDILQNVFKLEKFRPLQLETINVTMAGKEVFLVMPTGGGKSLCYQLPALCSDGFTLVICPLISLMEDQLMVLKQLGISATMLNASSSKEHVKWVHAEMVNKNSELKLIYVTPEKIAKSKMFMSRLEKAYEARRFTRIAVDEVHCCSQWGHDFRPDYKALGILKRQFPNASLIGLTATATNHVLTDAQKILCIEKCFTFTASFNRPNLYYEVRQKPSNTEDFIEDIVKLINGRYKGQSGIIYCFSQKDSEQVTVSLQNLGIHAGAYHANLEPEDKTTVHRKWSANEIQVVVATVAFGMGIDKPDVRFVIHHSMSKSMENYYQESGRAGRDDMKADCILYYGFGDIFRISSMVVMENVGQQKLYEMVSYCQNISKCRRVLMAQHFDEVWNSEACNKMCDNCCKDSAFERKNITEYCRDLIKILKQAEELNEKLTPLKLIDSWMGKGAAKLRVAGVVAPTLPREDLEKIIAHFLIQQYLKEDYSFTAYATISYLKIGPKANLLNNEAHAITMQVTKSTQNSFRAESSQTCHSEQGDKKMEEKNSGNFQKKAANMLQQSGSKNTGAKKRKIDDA
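50 nM RECQ1T1 preincubated 15 min with compound in Tris pH 8.0 buffer with MgCl2, DTT, Tween-20 and 2.5 ug/ml poly(dI-dC); started with 200 nM TAMRA/BHQ-2 forked duplex and 2 mM ATP. Unwinding read as fluorescence (525/598 nm), two reads 2 h apart.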
L3MBTL1 block = qHTS Assay for the Inhibitors of L3MBTL1. Lethal(3)malignant brain tumor-like protein 1 (Homo sapiens), Q9Y468. AlphaScreen L3MBTL1–H3K9me1 peptide binding. Potency, µM (highest dose often 57.1 µM), inactives show at the top dose activity, negative = inhibition, actives largely listed as inhibitors. 230,000 tested, 0.66% active. AID 485360, 2010; note: % is set by controls: 0 for no effect and ±100 for the full control effect; nearly all actives have a fitted effect of over 60% in size
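AlphaScreen proximity signal between nickel-chelate acceptor and streptavidin donor beads (final 10 ug/mL) reports binding of 50 nM L3MBTL1 to 75 nM biotin-H3 K9me1 peptide; complex incubated with compounds 30 min at room temperature; cefsulodin titration as control.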
* = called active by the depositor; i = inactive; ? = inconclusive; . = not tested or not shown; [ ] = remark or other dose. Unless noted, calls come from the whole dose curve; as a rule, active = well fitted curve in the direction sought with a large enough effect; inconclusive = small, poorly fitted or top-dose-only effect, or another doubt; inactive = no such curve, though single readings can be large; an effect the other way counts as inactive or inconclusive. Potency is the fitted concentration of half-maximal effect. An excerpt; rates above refer to the full screens.

no.	mol	RECQ1 inh	TRb-SRC2 inh	HTT cytoprotect	Tau ThT inhib	TexasRed fluor	L3MBTL1 block	Tau FP inhib	Tau fluor counter
1	CCOc1ccccc1N(CC(=O)NC(C)(C)C)C(=O)c1ccc(CN2CCOCC2)o1	-1%	2%	-1%	1%	-2%	2%	9%	7%
2	CCC1(CC)Cc2ccccc2-c2nc(NN)[nH]c(=O)c21	-2%	4%	-5%[10 µM]	-19%	0%	3%	-4%	-27%
3	Cc1ccc(C(C)C)cc1S(=O)(=O)NCc1cccnc1	1%	10%	4%[10 µM]	1%	0%	18%	3%	-8%
4	CN(C)c1ccc(N=Cc2nc(-c3ccccc3)oc2OC(=O)c2cccc(Cl)c2)cc1	-10%	-20%	-4%[10 µM]	7.9µM*	1%	-14%	?	?
5	C=CCc1cccc(/C=N/n2cnnc2)c1O	7%	-8%	-5%[10 µM]	-6%	6%	29%	4%	-1%
6	Cc1ccc(-c2ccc(/C=N/c3ncn[nH]3)o2)cc1Cl	-11%	-12%	2%[10 µM]	-17%	-3%	5%	4%	5%
7	O=C(Nc1n[nH]c(C(F)(F)F)n1)C1CC1	4%	-1%	-6%	-1%	1%	-8%	0%	3%
8	Cc1ccc(C2/C(=C(\O)c3ccc4c(c3)OCCO4)C(=O)C(=O)N2CCCN(C)C)o1 (configuration not stated)	-10%	-6%	0%	4%	1%	-1%	-1%	3%
9	O=C(Nc1ccc(Cl)cc1Cl)NC1CCCC1	i	-12%	.	4%	-3%	1%	8%	2%
10	CCc1cc2c(=O)n(Cc3ccco3)c(SCC(=O)N(C)C3CCS(=O)(=O)C3)nc2s1 (configuration not stated)	-20%	-12%	-28%	-6%	5%	?	9%	-5%
11	COc1ccc(CCNc2c([N+](=O)[O-])c(=O)oc3ccccc23)cc1OC	-12%	6%	8%	-7%	0%	9%	2%	-7%
12	O=C1C2C3C=CC(C3=C(c3ccccc3)c3ccccc3)C2C(=O)N1Cc1ccccc1 (configuration not stated)	1%	6%	20%	1%	1%	.	-2%	1%
13	COc1ccc(C(=O)NCC(c2ccc3c(c2)OCO3)N2CCN(C)CC2)cc1 (configuration not stated)	.	5%	.	7%	2%	.	2%	7%
14	CCc1sc(C(=O)NCc2ccccc2)cc1C	0%	6%	10%	-6%	-1%	3%	-2%	-7%
15	C=CCNC(=S)N/N=C/c1ccc(OCc2ccccc2)cc1	?	?	-4%	?	?	-4%	-1%	-5%
16	COc1ccccc1N1CCN(/N=C/c2cccc(OC)c2OC)CC1	-1%	1%	.	?	-3%	-2%	13%	-13%
17	CS(=O)(=O)N(CC(=O)NC1CCCCCC1)Cc1ccc(Cl)cc1	-13%	-1%	-3%	-5%	-3%	.	6%	-14%
18	CCC(CC)c1nnc(NC(=O)c2ccco2)s1	-2%	-4%	6%[10 µM]	-8%	-5%	1%	3%	-14%
19	COc1ccc(-n2nc(C(=O)N3CCN(c4cccc(C)c4)C(C)C3)c3c4ccccc4n(C)c3c2=O)cc1 (configuration not stated)	.	-7%	.	2%	0%	.	-10%	-10%
20	Cc1ccc(C)c(CSc2nnc(C)n3c2cc2sccc23)c1	.	-7%	.	?	-3%	.	-7%	-27%
21	COc1ccc(-c2cc(C(=O)Nc3c(C)nn(Cc4ccc(C)cc4)c3C)no2)cc1OC	.	0%	.	?	5%	.	-5%	-21%
22	CC1=CC(C)C2C(=O)N(O)C(=O)C2C1 (configuration not stated)	i	-1%	10%	-2%	-5%	.	7%	-2%

Compounds listed so far with a carbonyl joined to an NH by a bond outside any ring, in the order listed:
no.	mol	RECQ1 inh	TRb-SRC2 inh	HTT cytoprotect	Tau ThT inhib	TexasRed fluor	L3MBTL1 block	Tau FP inhib	Tau fluor counter
1	CCOc1ccccc1N(CC(=O)NC(C)(C)C)C(=O)c1ccc(CN2CCOCC2)o1	-1%	2%	-1%	1%	-2%	2%	9%	7%
7	O=C(Nc1n[nH]c(C(F)(F)F)n1)C1CC1	4%	-1%	-6%	-1%	1%	-8%	0%	3%
9	O=C(Nc1ccc(Cl)cc1Cl)NC1CCCC1	i	-12%	.	4%	-3%	1%	8%	2%
13	COc1ccc(C(=O)NCC(c2ccc3c(c2)OCO3)N2CCN(C)CC2)cc1 (configuration not stated)	.	5%	.	7%	2%	.	2%	7%
14	CCc1sc(C(=O)NCc2ccccc2)cc1C	0%	6%	10%	-6%	-1%	3%	-2%	-7%
17	CS(=O)(=O)N(CC(=O)NC1CCCCCC1)Cc1ccc(Cl)cc1	-13%	-1%	-3%	-5%	-3%	.	6%	-14%
18	CCC(CC)c1nnc(NC(=O)c2ccco2)s1	-2%	-4%	6%[10 µM]	-8%	-5%	1%	3%	-14%
21	COc1ccc(-c2cc(C(=O)Nc3c(C)nn(Cc4ccc(C)cc4)c3C)no2)cc1OC	.	0%	.	?	5%	.	-5%	-21%
